MT stabilizer: microtubule stabilizers in HeLa cells; HeLa tubulin immunostaining HCS, 24 h; share of cells brighter than vehicle mean+2SD; % tubulin-high responders, % at 10 µM; 200,000 compounds, 0.83% hits; AID 2205;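 active = plate Z-score above 3 for both tubulin-high and condensed-nucleus cell shares, with cell loss under 80%, at 10 µM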;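 note: anti alpha tubulin signal scored within the nucleus-defined area of each cell; some results filed as inactive read as strong as hits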
Insulin prom up: MIN6 insulin promoter up-regulation; MIN6 insulin promoter-GFP reporter, high-content imaging; active compounds read high; z-score at 5 µM; 190,000 compounds, 0.3% hits;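 active = z-score above 3 at 5 µM with at least 500 cells counted in the well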
UTI89 phage lysis: protection from phage-mediated lysis, alamar blue read-out – E. coli UTI89, K1F phage, bacterial capsule biogenesis inhibitors (AID 488966). one-dose inhibition, % at 100 µM; IC50 in µM for titrated hits. 340,000 compounds, 0.02% hits. E. coli UTI89 K1F phage lysis, alamar blue, 2 h; higher % means a stronger effect;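 active = phage lysis inhibition, versus mean bacterial control, above a set limit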;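 note: capsule biogenesis inhibitors block K1F phage lysis so surviving cells raise fluorescence; higher fluorescence means more inhibition of phage lysis; actives were called in the ten point dose series up to 300 µM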
bCat nuc transl: beta-catenin nuclear translocation modulation; HeLa beta-catenin nuclear translocation, immunofluorescence imaging; nuclear translocation activity, % at 5 µM; 190,000 compounds, 0.3% hits;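 active = nuclear translocation activity above 50% at 5 µM, with a well cell count of 50 or more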;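 note: per-cell ratio of nuclear to cytoplasmic median beta-catenin stain intensity; plate controls were DMSO negative control for no effect and GSK-3 inhibitor IX positive control for full effect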
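Test system: human HeLa cell line; Doses: 5 µM primary, 0.02–20 µM confirmation; Incubation: 24 h compound exposure, 37°C; Detection: beta-catenin immunofluorescence imaging with DAPI; Read-out: beta-catenin nuclear/cytoplasmic ratio, % activation.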
Autophagy HCS: autophagy modulation, high-content screen. MEF GFP-LC3 puncta imaging; test concentration mostly 10 µM. calls only at 10 µM (by protocol). 190,000 compounds, 0.98% hits;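 active = percentage of spot-positive cells more than 3 SD above its plate mean, without a fluorescence outlier flag or 80% toxicity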;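 note: spot-positive cell cutoff set from DMSO-treated cells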
M17LAP inhibition: P. falciparum M17LAP inhibitors, primary screen, biochemical, fluorogenic H-Leu-NHMec substrate, 1536-well (AID 1619) | 220,000 compounds, 0.38% hits | inhibition, % at 30 µM, or IC50 in µM where a hit was titrated | recombinant M17LAP, H-Leu-NHMec fluorogenic kinetic assay; higher % means a stronger effect;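 active = compound inhibiting the enzyme by more than half at any dose during confirmatory dose-response retesting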;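 note: plate controls were full reaction with DMSO carrier for no effect and no enzyme background for full effect; strong numbers were not always called active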
CSM14.1 death rescue: protection against thapsigargin-triggered cell killing – 384-well, CSM14.1, ATP luminescence, primary screen (AID 1222) | 190,000 tested, under 10 active | CSM14.1 thapsigargin-induced death rescue, ATP luminescence; higher % means a stronger effect | one-dose cellular ATP content (survival), % at 20 µM; EC50 in µM for titrated hits;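 active = EC50 below 50 µM in the dose-response confirmation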;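 note: death triggered by thapsigargin at about 15 µM added after 2 h compound pretreatment; cell ATP read after overnight thapsigargin exposure of roughly 18 to 22 hours; normalized against plate controls of thapsigargin alone and 5% DMSO vehicle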
Dynein transport: blocks dynein driven cargo transport along microtubules. 220,000 compounds, 0.47% hits. z-score, hits read low. 3617.4 mouse cells, GR-EGFP nuclear translocation imaging; test concentration mostly 20 µM; stimulated with dexamethasone, 1 µM; active compounds read low;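 active = plate z-score of nuclear minus cytoplasmic receptor signal below a set negative limit, without overly bright fluorescence or cell loss, cut at about -3.5 in these data, passing the limit was not always enough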;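 note: z-score of nuclear minus cytoplasmic ring GR-EGFP intensity difference per well; some compounds called inactive have numbers as strong as hits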
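Buffer or medium: tetracycline-free induction medium containing charcoal-stripped FBS / Reagent: dexamethasone agonist, 1.0 µM final, for 30 min / Technique: automated 10x imaging of fixed Hoechst-stained cells / Times: induction 48 h, compound 1 h, agonist 30 min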
P. falciparum M1AAP: P. falciparum M1AAP inhibitors, biochemical, fluorogenic H-Leu-NHMec substrate, 1536-well (AID 1445) | recombinant M1AAP, H-Leu-NHMec fluorogenic kinetic assay; higher % means a stronger effect | inhibition, % at 30 µM; hits with a dose series show IC50 in µM | 220,000 compounds, 0.42% hits;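 active = primary inhibition above the hit cutoff, then over 50% inhibition at one or more dose response concentrations, cut at about 23% in these data, passing the limit was not always enough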;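 note: plate controls were DMSO full reaction for no effect and no enzyme background for full effect; strong numbers were not always called active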
Dynein transport cytoplasmic EGFP: recorded beside Dynein transport, whose call it bears; z-score; measured here: cytoplasmic GR-EGFP intensity; active compounds read high
Dynein transport nuclear GR-EGFP: second read-out of Dynein transport, no call of its own (marks repeat the call); z-score; measured here: nuclear GR-EGFP intensity;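 lower value marks the stronger effect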
Dynein transport cell count: also measured in Dynein transport; calls as there; z-score; measured here: cell count per field
Insulin prom up cell count: recorded beside Insulin prom up, whose call it bears; cell count; measured here: cytotoxicity, nuclei count;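 total cells summed across four imaged fields per well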
bCat nuc transl cell count 5 µM: recorded beside bCat nuc transl, whose call it bears; cell count; measured here: cell count, cytotoxicity flag
MT stabilizer Hoechst-high %: recorded beside MT stabilizer, whose call it bears; % Hoechst-high responders; measured here: nuclear condensation Hoechst responders;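 share of cells brighter than vehicle mean plus two SD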
MT stabilizer cytotoxicity %: also measured in MT stabilizer; calls as there; toxicity, %; measured here: cytotoxicity by cell density;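 0% = mean cell density of plate MIN control wells and 100% = no cells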
Autophagy HCS cell loss 18 h: further read-out of Autophagy HCS, marked with its call; toxicity, %; measured here: cell loss, nuclei count;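 cell loss after 18 h compound exposure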
* marks the source's active call; other numbers are inactive results; i = inactive; nt = not tested or not shown; [ ] = remark or other dose.

SMILES	MT stabilizer	MT stabilizer Hoechst-high %	MT stabilizer cytotoxicity %	Insulin prom up	Insulin prom up cell count	UTI89 phage lysis	bCat nuc transl	bCat nuc transl cell count 5 µM	Autophagy HCS	Autophagy HCS cell loss 18 h	M17LAP inhibition	CSM14.1 death rescue	Dynein transport	Dynein transport cytoplasmic EGFP	Dynein transport nuclear GR-EGFP	Dynein transport cell count	P. falciparum M1AAP
CCOP(=O)(c1ccccc1)C(O)c1ccc(Br)cc1 (stereo unspecified)	2.8	2.3	4.6	0.5	1497	-2.8%	-1.3	981	i	10	-2%	16%	-0.68	-0.22	-0.18	1.1	1%
Cc1cc(=O)[nH]c(SCC(=O)NCCOc2ccccc2)n1	2.5	1.7	3.4	0.8	1234	6.2%	-0.3	1134	i	-2	5%	-0.7%	0.022	-0.25	-0.12	-0.092	-8%
Cc1ccc2c(c1)C(=O)N(CCCCO)C2=O	3.6	2.3	3.7	0.4	1318	1.5%[50 µM]	-4.7	635	i	14	1%	-3.3%	0.24	-0.21	0.24	-0.0011	1%
O=C(CN1CCCC1)N1CCCC(c2ccc(F)cc2)c2ccc(F)cc21 (stereo unspecified)	3.4	1.9	1.0	-0.74	1428	0.5%[50 µM]	nt	nt	i	-10	-10%	-1.2%	0.74	-0.17	0.46	-0.069	-1%
CC1(C)Cc2c(C#N)c(NCCN3CCOCC3)nc(-c3ccccc3)c2CO1	nt	nt	nt	-0.32	1067	0.4%	-1.6	1262	nt	nt	10%	nt	0.88	-0.28	0.54	-0.15	2%
C#CCOc1ccc(C2C3=C(COC3=O)Nc3cc4c(cc32)OCO4)cc1OC (stereo unspecified)	1.6	2.1	8.0	-0.4	593	-0.4%	61*	280*	i	5	3%	-3.2%	0.57	0.49	0.32	-0.3	0%
CC12CN3CCN(CC(C3)/C1=N\NC(=O)Nc1cccc(Cl)c1)C2	4.3	2.8	3.0	0.4	1270	nt	1.5	1014	i	1	24%	-1.4%	0.19	-0.37	0.11	0.13	6%
COc1ccccc1C(=O)NCC(=O)NC1CCCc2ccccc21 (stereo unspecified)	3.6	3.0	5.9	1.4	1204	1.6%	1.5	911	i	8	-1%	-1.3%	-0.57	-0.09	0.24	0.08	0%
COc1ccc(C)cc1NC(=O)CSc1nnc(-c2ccco2)n1N	2.8	1.6	3.3	-1.2	1563	0.3%	1.4	1420	i	-1	-2%	-0.7%	0.91	-0.26	-0.5	-0.08	4%
Fc1ccc(-c2cnc3n2CCCCC3)cc1	4.9	1.4	4.3	0.34	1225	0.6%	0.5	1074	i	-1	-6%	nt	1.9	-0.29	1.2	-1.2	-2%
COc1ccc(O)c(CNc2ccccc2F)c1	1.8	3.1	5.6	-0.27	1113	-0.3%	0.1	1040	i	-1	1%	-1.0%	-0.83	-0.38	-0.71	0.1	2%
c1ccc(-c2ccc3nnnn3n2)cc1	nt	nt	nt	-0.13	1418	1.2%	-2.2	1206	nt	nt	-5%	nt	0.082	-0.22	0.027	-0.14	3%
O=C1CC(SCc2nc3ccccc3[nH]2)C(=O)N1c1ccc(F)cc1 (stereo unspecified)	2.9	2.4	24	-0.07	1273	5.0%	nt	nt	i	-5	5%	-3.1%	1.1	-0.24	0.83	-1.2	0%
CC(C)c1ccc2c(c1)C(=O)NC(C)(C)C2	8.1	2.2	5.1	-1.3	1000	8.8%	-0.3	1155	i	8	1%	-3.1%	1.4	-0.27	0.77	0.076	13%
COc1ccc(N2CCN(C(=O)CSc3nc4c(c(=O)n(C)c(=O)n4C)n3C(C)C)CC2)cc1	2.4	1.6	10	-3.1	1137	3.9%	-2.8	1028	i	-6	-2%	1.6%	-0.56	0.0074	-0.39	0.53	1%
C[n+]1cnn2c1SCC1(COC1)C2	1.4	0.9	3.0	-0.17	1334	1.2%	-6.0	1001	i	1	-9%	-3.9%	0.58	-0.21	0.05	0.15	38%
Cc1c(C(=O)NCCSCc2ccc(F)cc2)cnn1-c1ccc(Cl)cc1	nt	nt	nt	nt	nt	nt	1.0	1060	nt	nt	2%	nt	0.032	-0.24	-0.066	0.97	-2%
CCCCOCCCNS(=O)(=O)Cc1ccccc1	5.8	2.2	10.0	0.85	1212	0.9%	-2.7	946	i	9	8%	-0.5%	0.35	-0.17	0.36	-0.71	8%
COc1ccc2c(c1)c(C(=O)N/N=C/c1ccc(Cl)cc1)c(C)n2C	nt	nt	nt	0.3	1099	0.2%	-0.1	1355	nt	nt	-11%	nt	0.48	-0.11	0.26	-1.1	1%
Cc1ccc(Cn2ccc(NC(=O)c3cc(C)on3)n2)cc1	2.3	1.7	7.8	-0.09	933	0.5%	nt	nt	i	3	-3%	-0.9%	-1.1	0.16	-0.61	1.2	-7%
C[C@@H]1C=C(C(=O)O)O[C@H](OCc2ccc(CO)cc2)C1	1.9	1.8	1.4	-0.04	1541	0.0%	-2.8	1232	i	0	4%	1.7%	-0.2	-0.3	0.17	-0.27	7%
Cc1cc(-c2ccccc2)nc2cc(C(=O)NCc3ccco3)nn12	3.6	4.4	8.2	-0.14	1148	0.1%	1.1	1013	i	-5	-4%	0.1%	-0.53	-0.21	-0.058	-0.0093	7%
O=C1NC(=S)N/C1=C/c1cc([N+](=O)[O-])ccc1O	1.7	1.8	6.4	-0.14	863	0.3%	nt	nt	i	-9	-14%	-0.8%	-0.33	0.23	0.17	0.084	27%*
CCc1ccc(NC(=O)C2CC(=O)N(C(C)C)C2)cc1 (stereo unspecified)	1.1	0.5	13	-0.31	1175	0.4%	0.1	1067	i	-8	31%	nt	0.48	-0.26	0.96	1.4	4%
COc1ccccc1OCC(=O)Nc1ccc(S(=O)(=O)Nc2nc(C)cc(C)n2)cc1	2.2	2.3	2.0	-0.33	1035	-0.1%	0.5	984	i	5	26%	nt	-0.54	-0.25	-0.061	-0.079	0%

The last 2 compounds of the section above lead into the next.
SMILES	MT stabilizer	MT stabilizer Hoechst-high %	MT stabilizer cytotoxicity %	Insulin prom up	Insulin prom up cell count	UTI89 phage lysis	bCat nuc transl	bCat nuc transl cell count 5 µM	Autophagy HCS	Autophagy HCS cell loss 18 h	M17LAP inhibition	CSM14.1 death rescue	Dynein transport	Dynein transport cytoplasmic EGFP	Dynein transport nuclear GR-EGFP	Dynein transport cell count	P. falciparum M1AAP
CCc1ccc(NC(=O)C2CC(=O)N(C(C)C)C2)cc1 (stereo unspecified)	1.1	0.5	13	-0.31	1175	0.4%	0.1	1067	i	-8	31%	nt	0.48	-0.26	0.96	1.4	4%
COc1ccccc1OCC(=O)Nc1ccc(S(=O)(=O)Nc2nc(C)cc(C)n2)cc1	2.2	2.3	2.0	-0.33	1035	-0.1%	0.5	984	i	5	26%	nt	-0.54	-0.25	-0.061	-0.079	0%
COc1ccc2c(c1)c(C(=O)N/N=C/c1ccc(Br)cc1)c(C)n2C	nt	nt	nt	-0.67	966	-0.9%	2.7	1383	nt	nt	-8%	nt	-0.2	-0.21	-0.13	0.51	0%
Cc1nnc2c3ccccc3c(-c3ccc(O)cc3)nn12	1.5	1.2	4.0	-0.38	956	-0.2%	nt	nt	i	25	-2%	-1.0%	-0.39	-0.17	-0.11	0.18	5%
CC(C)NC(=S)Nc1ccc2[nH]c(=O)[nH]c2c1	4.2	1.2	2.5	-0.87	1440	0.2%	-2.4	997	i	15	-1%	0.8%	-1.9	-0.21	-0.89	0.81	4%
CC(C)C(=O)NC(NC1CCS(=O)(=O)C1)C(Cl)(Cl)Cl (stereo unspecified)	3.0	2.5	9.0	0.11	1517	-0.1%	0.0	1551	i	-18	-6%	0.4%	0.55	-0.35	-0.1	0.21	5%
Oc1c(Cl)cc(Cl)cc1/C=N/c1nccs1	1.5	1.3	6.3	0.23	778	-0.1%	-6.7	1150	i	24	-2%	-3.4%	-0.58	-0.25	-0.16	0.55	-4%
CCCc1cc(C(=O)OC)c(NC(=O)CCC(=O)O)s1	4.2	0.8	6.5	0.38	1288	2.3%	1.1	1452	i	7	2%	1.5%	0.0082	-0.28	0.12	0.32	-3%
CC(NC(=O)c1cccnc1)C(=O)O (stereo unspecified)	2.0	0.9	2.0	-0.31	1670	0.3%	0.4	893	i	-6	12%	-1.0%	0.18	-0.34	0.59	-0.11	3%
Cc1[nH][nH]c(=O)c1C(c1ccc(N(C)C)c(Br)c1)c1c(C)[nH][nH]c1=O	nt	nt	nt	-0.16	1119	0.4%	-1.6	1327	nt	nt	0%	nt	0.14	-0.23	-0.34	0.66	5%
COc1ccnc(Oc2ccccc2)c1C(=O)N/C=N/OCc1ccccc1	2.4	2.6	2.7	-0.69	1429	0.3%	-2.3	1133	i	16	-3%	-0.5%	-0.84	-0.25	-0.32	0.72	4%
Cc1cc(C(=O)CSc2nnnn2-c2ccccc2)c(C)n1CCc1ccccc1	3.9	2.5	1.9	nt	nt	0.1%	nt	nt	i	20	5%	-1.1%	-0.52	-0.031	-0.035	0.55	2%
N#CNC(=Nc1ccccc1)SCc1ccc(C(=O)O)cc1	1.2	1.1	4.2	0.07	1433	-0.5%	-1.3	1047	i	-8	20%	-2.1%	-0.49	-0.3	-0.089	0.38	3%
O=C(Cn1ccc2ccccc2c1=O)N1CCN(c2cccc(Cl)c2)CC1	6.0	2.2	9.8	nt	nt	0.5%	nt	nt	i	3	13%	2.7%	-0.2	0.5	0.35	-0.48	15%

From PubChem BioAssay

Outcome played no part in choosing rows (roughly 2.9% active in at least one column).
